High-throughput results from PubChem.
PPARg SRC-1 ag – PPARgamma-driven SRC-1 recruitment agonism | PPARgamma-SRC-1 coactivator recruitment biochemical assay | activation, % at 8 µM | 0.41% of 200,000 active; in the data active means activation above about 19%;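 further: 0% = DMSO and 100% = reference agonist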
Target sequence (P37231 whole entry, looked up): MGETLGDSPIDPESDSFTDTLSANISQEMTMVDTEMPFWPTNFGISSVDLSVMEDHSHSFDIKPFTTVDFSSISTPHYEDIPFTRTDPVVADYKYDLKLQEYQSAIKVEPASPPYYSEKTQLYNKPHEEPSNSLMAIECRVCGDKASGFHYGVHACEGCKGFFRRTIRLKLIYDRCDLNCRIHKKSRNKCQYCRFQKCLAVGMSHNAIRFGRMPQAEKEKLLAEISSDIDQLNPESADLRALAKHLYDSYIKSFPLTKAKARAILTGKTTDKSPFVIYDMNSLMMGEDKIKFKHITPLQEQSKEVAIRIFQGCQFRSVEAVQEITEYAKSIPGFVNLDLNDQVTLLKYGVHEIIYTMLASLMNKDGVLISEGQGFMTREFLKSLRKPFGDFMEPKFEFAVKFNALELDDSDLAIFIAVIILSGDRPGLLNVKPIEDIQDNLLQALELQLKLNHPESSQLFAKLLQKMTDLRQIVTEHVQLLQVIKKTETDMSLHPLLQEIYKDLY
STAT3 act – STAT3 signaling activation; activation (% of control), % at 5.6 µM; U3A cells, IL-6 STAT3-luciferase reporter, luminescence; 100% = signal with IL-6 EC80 alone; AID 871; 0.91% of 190,000 active;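 active means activation above the screen-wide mean of compound activation plus 3 SD, cut at about 130% in these data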;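 further: 0% = background luminescence of wells with medium and substrate only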
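Material: human STAT1-deficient U3A cells with stable STAT3-luciferase reporter / Probe or stimulus: IL-6 stimulus at 33 ng/mL final / Schedule: 1 h compound pre-exposure, 6 h IL-6 stimulation, 37 °C / Technique: luminescence / Read-out basis: percent of IL-6-only median luminescence / Control set: IL-6-only high control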
RAM inhibit – yeast RAM network inhibition; S. cerevisiae dse1pr::URA3 reporter, 5-FOA growth OD615, 2 d; analog-sensitive cbk1-as2 kinase mutant strain; 1.8% of 190,000 active; inhibition, % at 50 µM; AID 868;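 active means inhibition above a set limit, 3 SD over mean compound inhibition, cut at about 8.4% in these data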;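 further: 0% = DMSO-only wells with no growth and 100% = 10 µM 1-NA-PP1 full growth; inhibition rescues growth on 5-FOA so higher OD means more RAM inhibition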
PPARg SRC2 recr – PPARgamma-driven SRC-2 recruitment agonism; P37231; PPARgamma LBD-SRC-2 recruitment, biochemical; activation, % at 8 µM; 0.34% of 200,000 active; AID 1032; in the data active means activation above about 22%;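 further: 0% = vehicle and 100% = reference agonist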
PPARg SRC3 recr – agonists of human PPARgamma SRC-3 coactivator recruitment; P37231; biochemical PPARgamma/SRC-3 coactivator recruitment assay; activation, % at 8 µM; 0.26% of 200,000 active; AID 731; in the data active means activation above about 23%;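 further: 0% = DMSO and 100% = reference agonist; some compounds past the cut are filed as inactive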
SRC2 TRFRET art – flags TR-FRET format artefacts in PPARgamma SRC-2 recruitment agonist screen; TR-FRET artefact counter-screen; active compounds read high; 0.4% of 200,000 active; TR-FRET ratio at 8 µM; in the data active means TR-FRET ratio above about 2000; further: inactives centre near 1500
TLR4 MyD88 comp – inhibitors of human TLR4-MyD88 binding; 0.18% of 200,000 active; AID 861; O00206+Q99836; inhibition, % at 8.4 µM; HeLa CL3-4 TLR4/MyD88 BLA complementation, FRET ratio; in the data active means inhibition above about 25%;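 further: 0% = vehicle and 100% = reference inhibitor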
ROMK mod – human ROMK K+ channel modulation, primary screen | Tet-inducible ROMK, thallium flux fluorescence; actives lie on both sides | AID 1918 | P48048 | B-score at 10 µM | 2% of 130,000 active;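 active means signal ratio slope over the read window, or its plate-corrected B-score, at least 3 SD from the plate mean, either direction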;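 further: B-score of the F/F0 ratio slope over 7 to 12 s after thallium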
STAT3 blocker – STAT3 signaling inhibition. 0.89% of 190,000 active. inhibition, % at 5.5 µM. U3A cells, IL-6 STAT3-luciferase reporter, luminescence; host cell line lacks STAT1;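 active means inhibition above the mean inhibition across all screened compounds plus 3 SD, cut at about 44% in these data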;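 further: 0% = DMSO only wells and 100% = 100 µM nifuroxazide control wells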
STAT1 inh – STAT1 signaling inhibition. NIH 3T3 STAT1-luciferase reporter, IFN-gamma, luminescence. inhibition, % at 5.5 µM. 0.35% of 200,000 active. AID 920;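 active means inhibition above a set limit, the mean inhibition across all tested compounds plus 3 SD, cut at about 34% in these data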;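 further: 0% = IFN-gamma with DMSO and 100% = IFN-gamma with 300 µM nifuroxazide; values of inactives mirror those of a sister screen read the other way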
S1P3 antag – blocks the human S1P3 receptor | CHO S1P3 NFAT-BLA reporter, FRET fluorescence, antagonist mode | 0.27% of 170,000 active | inhibition, % at 4.98 µM | AID 485;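 active means inhibition above the plate cutoff, the mean inhibition of test wells on that plate plus 3 SD, cut at about 28% in these data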;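 further: cells challenged with S1P at its EC80 of 0.8 µM; blue over green emission ratio from cleaved BLA substrate after 4 h stimulation; 0% = S1P-stimulated wells and 100% = unstimulated DMSO-only wells; some compounds past the cut are filed as inactive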
Target sequence (Q99500 whole entry, looked up): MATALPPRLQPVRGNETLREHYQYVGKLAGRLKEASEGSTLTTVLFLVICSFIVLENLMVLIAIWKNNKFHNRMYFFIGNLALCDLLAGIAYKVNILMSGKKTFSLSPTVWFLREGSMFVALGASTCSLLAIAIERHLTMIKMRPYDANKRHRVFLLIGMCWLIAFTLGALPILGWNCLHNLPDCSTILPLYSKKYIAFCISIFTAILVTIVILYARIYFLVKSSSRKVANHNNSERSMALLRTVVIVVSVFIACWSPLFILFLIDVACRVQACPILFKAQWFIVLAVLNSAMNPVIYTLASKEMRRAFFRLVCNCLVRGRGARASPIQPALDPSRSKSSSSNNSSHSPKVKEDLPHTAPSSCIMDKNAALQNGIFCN
* marks the source's active call; other numbers are inactive results.

What do the screens show for `CCCC(C)C(=O)OCC(=O)Nc1c(Br)cc(C)cc1Br` (configuration not stated)?
PPARg SRC-1 ag: 2; STAT3 act: 102; RAM inhibit: 8.2; PPARg SRC2 recr: 3; PPARg SRC3 recr: 1; SRC2 TRFRET art: 1538; TLR4 MyD88 comp: 4; ROMK mod: 0.16; STAT3 blocker: 6; STAT1 inh: -2; S1P3 antag: -7

Results for Fc1ccc(NCc2cccnc2)cc1F ?
PPARg SRC-1 ag: -1; STAT3 act: 96; RAM inhibit: 0.3; PPARg SRC2 recr: -1; PPARg SRC3 recr: 2; SRC2 TRFRET art: 1429; TLR4 MyD88 comp: -5; ROMK mod: -1.5; STAT3 blocker: 10; STAT1 inh: 1

How did O=C(c1cccc2ccccc12)N1CCN(c2ccc([N+](=O)[O-])c(NCc3ccco3)c2)CC1 do in these assays?
PPARg SRC-1 ag: -6; STAT3 act: 102; RAM inhibit: 6.2; PPARg SRC2 recr: -3; PPARg SRC3 recr: -1; SRC2 TRFRET art: 1519; TLR4 MyD88 comp: 1; ROMK mod: -0.61; STAT3 blocker: -5; STAT1 inh: -9; S1P3 antag: 0

Results for Cc1ccccc1Nc1nc(-c2sc(NC(=O)c3ccccc3)nc2C)cs1 ?
PPARg SRC-1 ag: -1; STAT3 act: 88; RAM inhibit: 3.1; PPARg SRC2 recr: 2; PPARg SRC3 recr: 4; SRC2 TRFRET art: 1560; TLR4 MyD88 comp: -8; ROMK mod: 0.11; STAT3 blocker: 20; STAT1 inh: -17

What do the screens show for `CCCCC(=O)NC(=S)Nc1ccc(S(=O)(=O)N2CCCC2)cc1`?
PPARg SRC-1 ag: 5; STAT3 act: 102; RAM inhibit: 4.2; PPARg SRC2 recr: 3; PPARg SRC3 recr: 2; SRC2 TRFRET art: 1625; TLR4 MyD88 comp: -16; ROMK mod: 0.56; STAT3 blocker: 0; STAT1 inh: -3; S1P3 antag: -1

What do the screens show for `O=C(CCCC(=O)NC1CCCC1)NC1CCCC1`?
PPARg SRC-1 ag: 5; STAT3 act: 97; RAM inhibit: 3.4; PPARg SRC2 recr: 1; PPARg SRC3 recr: 0; SRC2 TRFRET art: 1732; TLR4 MyD88 comp: 0; ROMK mod: -0.012; STAT3 blocker: 8; STAT1 inh: -7; S1P3 antag: 3

What do the screens show for `CCOC(=O)c1ccc(NC(=O)N2CCN(C3CCCCC3)CC2)cc1`?
PPARg SRC-1 ag: -3; STAT3 act: 98; RAM inhibit: 3.0; PPARg SRC2 recr: 3; PPARg SRC3 recr: -1; SRC2 TRFRET art: 1542; TLR4 MyD88 comp: -3; ROMK mod: -0.2; STAT3 blocker: 2; STAT1 inh: -5

Results for CC(C)NCc1nnc(-c2ccc(Cl)cc2)o1 ?
PPARg SRC-1 ag: -3; STAT3 act: 94; RAM inhibit: 0.9; PPARg SRC2 recr: 7; PPARg SRC3 recr: 4; SRC2 TRFRET art: 1695; TLR4 MyD88 comp: -8; ROMK mod: 0.8; STAT3 blocker: 10; STAT1 inh: -4; S1P3 antag: 11

Results for Cc1cc(C)n(CCOc2nonc2N)n1 ?
PPARg SRC-1 ag: -4; STAT3 act: 104; RAM inhibit: 0.1; PPARg SRC2 recr: 1; PPARg SRC3 recr: 3; SRC2 TRFRET art: 1433; TLR4 MyD88 comp: 6; STAT3 blocker: 1; STAT1 inh: 1; S1P3 antag: 8

How did O=C(CN1CCC(Cc2ccccc2)CC1)Nc1ccc2c(c1)OCCO2 do in these assays?
PPARg SRC-1 ag: -2; STAT3 act: 104; RAM inhibit: 2.6; PPARg SRC2 recr: -7; PPARg SRC3 recr: -13; SRC2 TRFRET art: 1351; TLR4 MyD88 comp: 1; ROMK mod: -2.5; STAT3 blocker: -8; STAT1 inh: 0

Results for CC1(C)Cc2c(sc3nc(NCCN4CCOCC4)n4ncnc4c23)CO1 ?
PPARg SRC-1 ag: 8; STAT3 act: 87; RAM inhibit: 0.0; PPARg SRC2 recr: 7; PPARg SRC3 recr: 11; SRC2 TRFRET art: 1933; TLR4 MyD88 comp: 4; ROMK mod: 2.2; STAT3 blocker: 18; STAT1 inh: 3; S1P3 antag: 17

How did N#Cc1c(NC(=O)CCC(=O)O)sc2c1CCCCC2 do in these assays?
PPARg SRC-1 ag: 3; STAT3 act: 96; RAM inhibit: 4.8; PPARg SRC2 recr: 6; PPARg SRC3 recr: -2; SRC2 TRFRET art: 1758; TLR4 MyD88 comp: -6; ROMK mod: 1; STAT3 blocker: 6; STAT1 inh: -1; S1P3 antag: -8

What do the screens show for `COc1ccc(-n2c(SCC3CNC(=O)O3)nnc2-c2ccc(Cl)cc2)cc1` (configuration not stated)?
PPARg SRC-1 ag: -7; STAT3 act: 114; RAM inhibit: 1.0; PPARg SRC2 recr: 6; PPARg SRC3 recr: 1; SRC2 TRFRET art: 1423; TLR4 MyD88 comp: 4; ROMK mod: 0.24; STAT3 blocker: -16; STAT1 inh: -15; S1P3 antag: 0

How did O=C(c1cccc(C(F)(F)F)c1)c1c[nH]c(C(=O)NCC2CCCO2)c1 (configuration not stated) do in these assays?
PPARg SRC-1 ag: -1; STAT3 act: 94; RAM inhibit: 1.0; PPARg SRC2 recr: 8; PPARg SRC3 recr: 2; SRC2 TRFRET art: 1778; TLR4 MyD88 comp: 12; ROMK mod: -1.1; STAT3 blocker: 13; STAT1 inh: -6; S1P3 antag: -6

What do the screens show for `O=C(O)CCN1C(=O)CC2(CCCCC2)C1=O`?
PPARg SRC-1 ag: 7; STAT3 act: 91; RAM inhibit: -0.2; PPARg SRC2 recr: 11; PPARg SRC3 recr: 6; SRC2 TRFRET art: 1616; TLR4 MyD88 comp: -5; STAT3 blocker: 16; STAT1 inh: -2; S1P3 antag: -14

Random excerpt: 2 entries already listed.
What do the screens show for `CCCC(C)C(=O)OCC(=O)Nc1c(Br)cc(C)cc1Br` (configuration not stated)?
PPARg SRC-1 ag: 2; STAT3 act: 102; RAM inhibit: 8.2; PPARg SRC2 recr: 3; PPARg SRC3 recr: 1; SRC2 TRFRET art: 1538; TLR4 MyD88 comp: 4; ROMK mod: 0.16; STAT3 blocker: 6; STAT1 inh: -2; S1P3 antag: -7

How did N#Cc1c(NC(=O)CCC(=O)O)sc2c1CCCCC2 do in these assays?
PPARg SRC-1 ag: 3; STAT3 act: 96; RAM inhibit: 4.8; PPARg SRC2 recr: 6; PPARg SRC3 recr: -2; SRC2 TRFRET art: 1758; TLR4 MyD88 comp: -6; ROMK mod: 1; STAT3 blocker: 6; STAT1 inh: -1; S1P3 antag: -8

The list continues:
How did O=C(NNS(=O)(=O)c1ccc(Br)cc1)NC1CCCCC1 do in these assays?
PPARg SRC-1 ag: -10; STAT3 act: 112; RAM inhibit: 3.2; PPARg SRC2 recr: -5; PPARg SRC3 recr: -3; SRC2 TRFRET art: 1479; TLR4 MyD88 comp: -22; ROMK mod: -1.3; STAT3 blocker: -14; STAT1 inh: -3; S1P3 antag: -10

What do the screens show for `COCc1cc(C)nc(N2CCN(c3ccccc3)CC2)c1C#N`?
PPARg SRC-1 ag: -8; STAT3 act: 90; RAM inhibit: -1.6; PPARg SRC2 recr: -6; PPARg SRC3 recr: -3; SRC2 TRFRET art: 1418; TLR4 MyD88 comp: 0; ROMK mod: -1.2; STAT3 blocker: 17; STAT1 inh: -10; S1P3 antag: 3

How did COC(=O)c1cc(C#N)c(Oc2ccc(F)cc2)nc1C do in these assays?
PPARg SRC-1 ag: 4; STAT3 act: 106; RAM inhibit: 7.4; PPARg SRC2 recr: -3; PPARg SRC3 recr: 0; SRC2 TRFRET art: 1584; TLR4 MyD88 comp: -9; STAT3 blocker: -7; STAT1 inh: -6

What do the screens show for `Cc1nc(SCC(=O)c2ccccc2)c(C#N)c(-c2ccco2)c1C(=O)NCc1ccco1`?
PPARg SRC-1 ag: -1; STAT3 act: 104; RAM inhibit: 3.8; PPARg SRC2 recr: -1; PPARg SRC3 recr: 0; SRC2 TRFRET art: 1524; TLR4 MyD88 comp: 12; ROMK mod: -0.6; STAT3 blocker: 1; STAT1 inh: -2

Results for CCOC(=O)c1c(-c2ccccc2)csc1NC(=O)CSc1ccccc1 ?
PPARg SRC-1 ag: 1; STAT3 act: 108; RAM inhibit: 13*; PPARg SRC2 recr: 5; PPARg SRC3 recr: 0; SRC2 TRFRET art: 1505; TLR4 MyD88 comp: -13; ROMK mod: 1.3; STAT3 blocker: -10; STAT1 inh: -10; S1P3 antag: 9

What do the screens show for `Cc1cc2n(n1)C(c1ccc3c(c1)OCO3)Nc1ccccc1-2` (configuration not stated)?
PPARg SRC-1 ag: 5; STAT3 act: 108; RAM inhibit: -0.1; PPARg SRC2 recr: 6; PPARg SRC3 recr: -3; SRC2 TRFRET art: 1757; TLR4 MyD88 comp: -8; STAT3 blocker: 1; STAT1 inh: 1; S1P3 antag: -15

How did CCOc1ccc2[nH]c(=O)c(CN(CC3CCCN3CC)C(=O)NCc3ccccc3)cc2c1 (configuration not stated) do in these assays?
PPARg SRC-1 ag: 4; STAT3 act: 103; RAM inhibit: 0.5; PPARg SRC2 recr: 3; PPARg SRC3 recr: -2; SRC2 TRFRET art: 1589; TLR4 MyD88 comp: -11; STAT3 blocker: 3; STAT1 inh: -3; S1P3 antag: 7

How did COCCNC(=O)c1ccc2c(=O)n(CCOC)c(=O)[nH]c2c1 do in these assays?
PPARg SRC-1 ag: 2; STAT3 act: 100; RAM inhibit: 0.3; PPARg SRC2 recr: 7; PPARg SRC3 recr: -3; SRC2 TRFRET art: 1433; TLR4 MyD88 comp: 2; STAT3 blocker: 6; STAT1 inh: -6

How did O=C(O)C1CC(=O)N(C2CCCCC2)C1c1ccccc1 (configuration not stated) do in these assays?
PPARg SRC-1 ag: 6; STAT3 act: 105; RAM inhibit: 0.8; PPARg SRC2 recr: 10; PPARg SRC3 recr: -4; SRC2 TRFRET art: 1581; TLR4 MyD88 comp: -9; STAT3 blocker: -5; STAT1 inh: 4

Results for Cn1c(=O)n(C)c2cc(S(=O)(=O)O)ccc21 ?
PPARg SRC-1 ag: -2; STAT3 act: 100; RAM inhibit: 0.0; PPARg SRC2 recr: -4; PPARg SRC3 recr: -6; SRC2 TRFRET art: 1483; TLR4 MyD88 comp: 0; STAT3 blocker: 6; STAT1 inh: 8; S1P3 antag: -61

What do the screens show for `Cc1[nH]c(=O)[nH]c(=O)c1NC(=O)c1cccs1`?
PPARg SRC-1 ag: 4; STAT3 act: 100; RAM inhibit: 0.3; PPARg SRC2 recr: -1; PPARg SRC3 recr: 2; SRC2 TRFRET art: 1476; TLR4 MyD88 comp: -7; STAT3 blocker: 2; STAT1 inh: -1; S1P3 antag: -12

What do the screens show for `COc1ccc(/C=C/C(=O)NC(C)C)cc1Br`?
PPARg SRC-1 ag: 6; STAT3 act: 78; RAM inhibit: 1.9; PPARg SRC2 recr: 7; PPARg SRC3 recr: 8; SRC2 TRFRET art: 1661; TLR4 MyD88 comp: -10; STAT3 blocker: 31; STAT1 inh: -2
